# Pf Dd2 inh = Plasmodium falciparum Dd2 growth inhibition; AID 1347417; 120,000 tested, 4.3% active; Potency, µM (titrated, usually from 28.9 µM), without a hit: top-dose activity, negative = inhibition, most hits filed as inhibitors; P. falciparum Dd2 growth, SYBR Green, 72 h; active means well fitted inhibition curve with a large enough effect; inconclusive means small, poorly fitted or top-dose-only effect; inactive means no such curve, though single readings can be large or run the other way;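 further: plate controls were DMSO vehicle for no effect and reference drug for full effect; nearly all actives have a fitted effect of over 65% in size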
#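 Readout: SYBR Green fluorescence, 485 nm excitation, 535 nm emission, after ~16 h lysis at 37C. Before that, Dd2-infected red cells (2.5% hematocrit) grew 72 h with compound, 29 uM top final concentration.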
# An asterisk follows results filed as active; i = inactive; ? = inconclusive; [ ] = remark or other dose. Potency means the concentration at half of the fitted maximal effect.
cpd	Structure	Pf Dd2 inh
1	CN(Cc1ccc(F)cc1)C(=O)c1ccc(Cl)nc1	-9.5%[44.1 µM]
2	N#C/C(=C\c1ccc(-c2ccc(C(=O)O)cc2)o1)C(=O)Nc1ccccc1C(=O)O	-0.5%
3	COc1ccc(CNC(=O)c2cc(-c3ccc(Br)s3)nc3ccccc23)cc1	232.4%[activator][5.79 µM]
4	O=C(CCn1ccn2nc3c(c2c1=O)CCCC3)NCc1ccc(F)cc1	?
5	CC(C)c1ccc(NC(=O)CN(C)S(=O)(=O)c2ccc3c(c2)n(C)c(=O)c(=O)n3C)cc1	?
6	COc1ccccc1-c1c(C)nn2c(C(F)(F)F)cc(-c3ccccc3)nc12	?
7	COc1cccc(CNC(=O)[C@@H]2C[C@@H](O)CN2C2CCN(C(=O)Cc3cccc(OC)c3)CC2)c1	?
8	CN(C)c1ccc(CNC(=O)c2cnc3sc(N4CCOCC4)nn3c2=O)cc1	i
9	Cc1ccc(C)c(CN2C(=O)c3ccccc3Sc3ccc(C(=O)NC4CCCC4)cc32)c1	?
10	CC(C(=O)NCc1ccco1)C1CCOCC1 (stereo unspecified)	9.4%
11	O=C(NCc1ccc2c(c1)OCO2)c1ccc2c(c1)N(Cc1cccc(Cl)c1)C(=O)c1ccccc1S2=O (stereo unspecified)	?
12	COCCCNC(=O)CSc1nc2cc3c(cc2c(=O)n1CCCCCC(=O)NCc1ccc(OC)cc1)OCO3	8.4%
13	COc1ccc2oc(=O)c(-c3nc(-c4cccs4)no3)cc2c1	20.1%
14	COc1cccc([S+](=O)([O-])N2CCC3(CC2)C(=O)NN=C3C2CC2)c1	9.3%
15	O=C(c1ccc(Cl)cc1)N1CC[C@H]2COC(=O)N2c2cc(F)ccc2C1	-9.2%[44.1 µM]
16	Cc1ccc(C)c(NC(=O)c2cnn(-c3ccc(F)cc3F)c2C2CCNCC2)c1	39.0%[activator]
17	CC(C)C[C@@H](NC(=O)C1=C[C@@H](NC(=O)c2cccs2)[C@@H](O)[C@H](O)C1)C(N)=O	11.5%[44.1 µM]
18	COc1ccc(C(=O)N2CCc3cc(OC)c(OC)cc3C2COc2ccccc2OC)cc1 (stereo unspecified)	?
19	Cc1cccc(-n2c3nc(=O)[nH]c(=O)c-3cc3c(Cl)cccc32)c1C	-12.9%
20	CN(Cc1cnccn1)C(=O)c1sc2cccc(F)c2c1Cl	-1.2%

# A few values from the results shown:
# `CC(C)C[C@@H](NC(=O)C1=C[C@@H](NC(=O)c2cccs2)[C@@H](O)[C@H](O)C1)C(N)=O` in Pf Dd2 inh shows 11.5%[44.1 µM]
# `COCCCNC(=O)CSc1nc2cc3c(cc2c(=O)n1CCCCCC(=O)NCc1ccc(OC)cc1)OCO3` in Pf Dd2 inh shows 8.4%

# (cont.)
cpd	Structure	Pf Dd2 inh
21	CN(C)CCOCC1(C)COc2ccc(C(=O)Nc3cccc(N(C)C)c3)cc2N1 (stereo unspecified)	i
22	CS(=O)(=O)N1CCC(OC2CCN(C(=O)C3CCOC3)CC2)CC1 (stereo unspecified)	46.8%[activator]
23	Cc1cccc(N2CCN(c3ccc4cc(S(=O)(=O)N5CCC(C)CC5)ccc4n3)CC2)c1C	35.4%[activator]
24	CCOc1ccc(S(=O)(=O)N(CC(=O)NCc2ccccc2OC)c2ccccc2)cc1	8.6%
25	COc1ccc(-c2nc(C(C)C)nc3c2CCN(C(=O)c2ccc(C)cc2)CC3)cc1	?
26	Cc1nn(C)cc1-c1nc2cc(S(=O)(=O)NC(C)C)ccc2n1C(C)C	10.2%
27	COc1ccc(-c2nc(C(C)C)nc3c2CCN(C(=O)Nc2ccc(Cl)cc2)CC3)cc1	i
28	O=C(NCc1ccco1)N1CCOc2ccc(CN3CCc4ccccc4C3)cc2C1	-18.0%
29	COc1ccc(CN2CCOc3nc(-c4cc(F)cc(OC)c4)ncc3C2=O)cc1	i
30	COc1cc(Cl)c(NC(=O)CCS(=O)(=O)c2ccc3c(c2)NC(=O)CO3)c(OC)c1	8.1%
31	O=C1CCN(Cc2ccncc2)CCCC(C(=O)NCCc2c[nH]c3ccccc23)CCN1 (stereo unspecified)	5.3%
32	COc1cc(CN2CCc3nc(Nc4ccc5c(c4)OCCO5)ncc3C2)cc(OC)c1OC	?
33	CC(C)NC(=O)C1CCN(C(=O)c2cc3sccc3n2Cc2ccc(Cl)cc2)CC1	11.2µM*
34	Cc1cccc(C)c1OCCn1c(CCNC(=O)C2CCCCC2)nc2ccccc21	?
35	Cc1ncsc1CN1CCCCCCNC(=O)[C@@H]2CCC[C@@H]21	-1.7%
36	O=S(=O)(NC[C@H]1C[C@@H]2CCN1C[C@@H]2CN1CCc2ccccc2C1)c1ccc(Cl)cc1	?
37	O=C1CC2(CCN(C(=O)CCn3ccccc3=O)C2)C(=O)N1 (stereo unspecified)	-9.4%
38	Cc1ccc2nc([C@H]3CCN(C4CCC4)C3)[nH]c2c1	?
39	Cc1ccc2nc(NC(=O)c3cc(=O)c4cc(C)c(C)cc4o3)sc2c1	36.2%[activator]
40	CC(=O)N1CCN(C(=O)C[C@@H]2C[C@@H](C(C)C)[C@H](CNC(=O)c3cncnc3)C=C2C)CC1	20.3%
41	CCc1ccc(C(=O)c2cn(CC(=O)Nc3ccc(F)c(F)c3)c3cc(OC)c(OC)cc3c2=O)cc1	i
42	CC1=C(C#N)C(NC(=O)c2ccccc2)(C(F)(F)F)C(=O)N1 (stereo unspecified)	39.3%[activator]
43	O=C(Nc1ccc(Cl)nc1)c1cccn2nccc12	-14.6%[44.1 µM]
44	CCc1ccc(CN(Cc2ccco2)C(=O)c2ccccc2Cl)cc1	-11.1%
45	CCc1nc2c(c(-c3ccc(O)cc3)n1)CCN(Cc1cccn1C)CC2	8.91µM*
46	O=C1Nc2ccccc2CC12CCN(Cc1ccsc1)CC2	11.2µM*
47	COC1CN(c2ccc(C)cc2)C12CCN(C(=O)c1nccc3ccccc13)CC2 (stereo unspecified)	i
48	O=C(CCc1ccccc1)N1CCC(c2n[nH]c(=O)n2-c2ccccc2)CC1	?
49	Fc1ccc(-c2cc3ncc4c(n3n2)-c2cc(Cl)ccc2OC4)cc1	46.1%[activator]
50	CCOC(=O)CSc1nc2ccc(NC(=O)COc3ccccc3C)cc2s1	4.2%

# 3 entries out of the list, ordered by molecular weight, falling.
cpd	Structure	Pf Dd2 inh
30	COc1cc(Cl)c(NC(=O)CCS(=O)(=O)c2ccc3c(c2)NC(=O)CO3)c(OC)c1	8.1%
4	O=C(CCn1ccn2nc3c(c2c1=O)CCCC3)NCc1ccc(F)cc1	?
19	Cc1cccc(-n2c3nc(=O)[nH]c(=O)c-3cc3c(Cl)cccc32)c1C	-12.9%

# (more compounds)
cpd	Structure	Pf Dd2 inh
51	CC1CCN(C(=O)c2c(NC(=O)c3ccccc3F)sc3c2CCC(C(C)(C)C)C3)CC1 (stereo unspecified)	8.91µM*
52	COc1ccc2cc(C(=O)NCc3ccc4c(c3)CCN4C(=O)c3ccc(C)cc3)[nH]c2c1	?
53	Cc1ccc(C(=O)Nc2nnc(S(=O)(=O)N3c4ccccc4CC3C)s2)cc1 (stereo unspecified)	38.3%[activator][5.79 µM]
54	Cc1ccc(C(=O)NC[C@H]2O[C@@H](CC(=O)NC3CC3)[C@H](O)[C@@H]2O)cc1	3.2%[44.1 µM]
55	CNC(=O)[C@@H]1C[C@@H](NC(=O)c2cccs2)CN1C(=O)Cc1cnccn1	19.4%
56	Cc1cc2oc(C(=O)Nc3ccc(S(=O)(=O)Nc4onc(C)c4C)cc3)cc(=O)c2cc1C	0.5%
57	O=C(NC1CCN(c2cc(-c3ccc(F)cc3)[nH]n2)C1)c1cccc(Cl)c1 (stereo unspecified)	i
58	CCN1c2cc(C(=O)NCc3cccc(OC)c3OC)ccc2C(=O)N2CCCCCC21 (stereo unspecified)	-27.5%
59	CCn1c(=N)c(C(=O)NC2CCCC2)cc2c(=O)n3cc(C)ccc3nc21	-7.6%
60	CN1CCN(C(=O)c2ccc3c(c2)N(Cc2cccc(Cl)c2)C(=O)c2ccccc2S3(=O)=O)CC1	i
61	O=C(CCn1c(=O)c2cccn2c2cccnc21)N1CCN(c2ccccc2F)CC1	7.6%
62	CCOC(=O)c1cccc(NC(=O)COc2ccc3c(C)cc(=O)oc3c2)c1	-10.4%
63	Cc1nc2c(c(-c3ccc(O)cc3)n1)CN(Cc1ccccc1)CCC2	4.47µM*
64	CCc1ccccc1NC(=O)Cn1c(=O)n(CCCS(=O)(=O)C2CCCCC2)c(=O)c2ccccc21	-4.5%
65	COc1ccc(-c2nc3scc(CCNC(=O)Cc4ccc(F)cc4)n3n2)cc1	-12.1%
66	Cc1cc(-c2cc3c(cn2)CN(Cc2ccccc2F)CCN3)ccn1	?
67	O=C(CCc1nc2ccc(Cl)cc2[nH]1)N1CC(CO)C2(CCNCC2)C1 (stereo unspecified)	-2.2%
68	COc1ccc(NC(=O)C2=CC(c3ccc4c(c3)OCO4)=NS(=O)(=O)N2C)cc1OC	-3.4%
69	CCn1ncc(N2CCCC(CC(=O)NCc3ccc(F)cc3)C2)cc1=O (stereo unspecified)	-22.3%
70	O=C(COc1ccc(F)cc1)NCC1Cn2cccc2CN1Cc1ccccc1 (stereo unspecified)	?
71	CCCn1c(C)cnc1CCNS(=O)(=O)CCC	i
72	COC(=O)C1=C(C)N=C2SC=C(CC(=O)NCc3ccccc3)N2C1c1cccc(OC)c1 (stereo unspecified)	?
73	O=C(C1CCCC1)N1CCCCC1c1nc(C2CC2)n[nH]1 (stereo unspecified)	3.3%
74	COc1cccc(OC)c1C(=O)NCCc1csc(-c2ccc(Cl)cc2)n1	9.3%
75	Cc1ccc(S(=O)(=O)N2CCN(C(=O)c3cc(-c4ccc(Br)cc4)n[nH]3)CC2)c(C)c1	?
76	COc1ccc2cc(CN3CCC(CO)CC3)c(-c3ccc(Cl)cc3)nc2c1	?
77	Cc1nc2sc(C(=O)NCc3ccc(Cl)cc3)c(NC(=O)c3ccccc3)c2c(C)c1C	?
78	COc1ccc(N(CC(=O)NCc2ccccc2Cl)S(=O)(=O)c2c(C)[nH]c(=O)[nH]c2=O)cc1	?
79	CCc1cccc(-n2ccnc2-c2cc3n(n2)CCNC3)c1	-18.4%
80	CC(C)NC(=O)c1nc(-c2ccsc2)c2cnccn12	?
81	Cc1cccc(C(C)C)c1NC(=O)CN1CCC(C(N)=O)(N2CCCCC2)CC1	i
82	CCc1cccc(NC(=O)C(CC)n2nc(C)c3sc4ccccc4c3c2=O)c1 (stereo unspecified)	?
83	CN1CC(=O)N(c2ccc(Cl)cc2)Cc2c(NCC(C)(C)C)ncnc21	?
84	CCn1ccc(C(=O)N2CC(Oc3cccc(-c4nc(C)no4)c3)C2)n1	-24.4%[5.79 µM]
85	CCS[C@H]1CCN2C(=O)c3ccccc3NC(=O)[C@H]12	3.8%[44.1 µM]
86	C[C@]1(CO)C2CC[C@@H](O)[C@@H](CC(=O)NCc3cccs3)[C@]2(C)CC[C@H]1OC(=O)NC1CCCCC1 (stereo partly specified)	11.2µM*
87	CCCNC(=O)NCC1(COc2ccc(S(C)(=O)=O)cc2)C[C@@H](O)[C@@H](O)C1 (stereo partly specified)	6.2%[44.1 µM]
88	CC(=O)Nc1nnc(SCc2cc(=O)c3cc(C)ccc3[nH]2)s1	57.2%[activator]
89	O=C1CCCN1CCCN1C(=O)[C@H]2CN(Cc3ccccc3)C[C@H]2C1=O	-15.6%
90	CS(=O)(=O)N1CCC(C2CCN(C(=O)NCc3ccco3)C2)CC1 (stereo unspecified)	3.2%

# Reformatted with each value named: 3 of the compounds above.
87. CCCNC(=O)NCC1(COc2ccc(S(C)(=O)=O)cc2)C[C@@H](O)[C@@H](O)C1 (stereo partly specified)
  Pf Dd2 inh: 6.2%[44.1 µM]
88. CC(=O)Nc1nnc(SCc2cc(=O)c3cc(C)ccc3[nH]2)s1
  Pf Dd2 inh: 57.2%[activator]
89. O=C1CCCN1CCCN1C(=O)[C@H]2CN(Cc3ccccc3)C[C@H]2C1=O
  Pf Dd2 inh: -15.6%

# Going on with the list:
cpd	Structure	Pf Dd2 inh
91	COC(=O)N1CCc2nc(C3CC3)nc(-c3ccc(Cl)cc3)c2C1	-23.0%[44.1 µM]
92	CSCC(=O)N[C@H]1CCN2C(=O)c3cc(-c4ccccc4F)ccc3NC(=O)[C@H]12	-21.2%[44.1 µM]
93	O=C(CSc1nc(=O)[nH]c2c1CCCC2)Nc1cc(C(F)(F)F)ccc1Cl	-24.7%
94	Cn1ncc2c(C(=O)N3CCCC3)cc(-c3ccc(Cl)nc3)nc21	0.4%[44.1 µM]
95	CN1CCC(Cn2ccc3c(N4CCOCC4)nc(-c4cccc(N5CCOCC5)c4)cc32)CC1	?
96	CCn1cc(C(=O)N2CCN(c3ccc(OC)cc3)CC2)c(=O)c2cc(S(=O)(=O)N(C)C3CCCCC3)ccc21	12.2%
97	CCNc1ncc(C(=O)N2CCCC(Nc3ccc(OC)cc3)C2)cn1 (stereo unspecified)	-5.9%
98	CCCCN(C(=O)Nc1ccc(Cl)cc1)C1CCN(C(C)=O)CC1	4.4%
99	Cc1cnc(CCNC(=O)C2(c3ccccc3)CC2)n1C1CCCCCC1	2.24µM*
100	O=C(CSc1nnc(-c2ccccc2Br)n1-c1ccccc1)c1ccc(F)cc1	-7.1%
101	O=C(NCc1cccs1)c1nc(-c2cccc(C(F)(F)F)c2)c2ccccn12	?
102	COc1cc2c(cc1OC)CN(C1CCCN(Cc3c(O)cccc3OC)C1)CC2 (stereo unspecified)	10µM*
103	COc1ccc(CCN2CC(C(=O)NCCc3ccccc3)CC2=O)cc1OC (stereo unspecified)	36.5%[activator]
104	CCOc1cc(=O)n2c(c1C(=O)Nc1cc(C)ccc1C)CCCC2	11.9%
105	O=C1CCN(C2CCOCC2)CCCC(c2nc(-c3cccnc3)no2)CCN1 (stereo unspecified)	-1.1%
106	COc1ccc(N(CC(C)C)S(=O)(=O)c2nnc(NC(=O)c3cccs3)s2)cc1	5.3%
107	COc1ccc(C2NC(=O)N(Cc3nc(C4CC4)no3)C3=C2C(=O)OC3)cc1 (stereo unspecified)	-1.5%

# Source: PubChem BioAssay

# Some of the compounds tested (hit frequency here may not be typical).
